Assay outcomes deposited in PubChem by National Center for Advancing Translational Sciences (NCATS).
KAT2A inh = inhibitors of human GCN5L2 histone acetyltransferase; Q92830; GCN5L2 HAT assay, ThioGlo1 CoA-SH fluorescence; Potency, µM (doses to about 58.9 µM), for the others: top-dose activity change, negative = inhibition, most hits filed as inhibitors; hit rate 0.21% among 390,000; AID 504327
Target sequence (Q92830 whole entry, looked up): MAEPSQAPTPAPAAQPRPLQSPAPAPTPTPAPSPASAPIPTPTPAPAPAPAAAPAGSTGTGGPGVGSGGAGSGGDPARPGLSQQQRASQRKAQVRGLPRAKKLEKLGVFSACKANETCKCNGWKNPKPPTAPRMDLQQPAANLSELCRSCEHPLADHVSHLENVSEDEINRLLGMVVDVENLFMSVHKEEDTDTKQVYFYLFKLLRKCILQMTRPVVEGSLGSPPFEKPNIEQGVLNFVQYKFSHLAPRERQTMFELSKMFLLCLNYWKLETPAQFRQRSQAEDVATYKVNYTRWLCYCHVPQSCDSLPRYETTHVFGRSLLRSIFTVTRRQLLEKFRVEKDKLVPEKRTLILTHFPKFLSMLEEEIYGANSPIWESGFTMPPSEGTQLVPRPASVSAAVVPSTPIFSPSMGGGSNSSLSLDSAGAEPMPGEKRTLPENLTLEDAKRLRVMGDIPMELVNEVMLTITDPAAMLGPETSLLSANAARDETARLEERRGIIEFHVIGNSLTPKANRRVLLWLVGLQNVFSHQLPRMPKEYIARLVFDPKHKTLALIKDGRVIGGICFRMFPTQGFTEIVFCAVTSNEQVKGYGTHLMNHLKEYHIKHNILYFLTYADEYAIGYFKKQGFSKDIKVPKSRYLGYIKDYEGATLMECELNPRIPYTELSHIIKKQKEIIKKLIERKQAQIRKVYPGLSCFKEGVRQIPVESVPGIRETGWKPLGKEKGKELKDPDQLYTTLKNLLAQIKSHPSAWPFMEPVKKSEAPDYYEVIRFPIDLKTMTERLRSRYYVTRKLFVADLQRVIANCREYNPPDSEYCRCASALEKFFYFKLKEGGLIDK
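Enzyme at 20nM final was mixed with library compounds for 15 min at room temperature. Peptide H3(1-25) at 75uM, acetyl-CoA at 70uM and ThioGlo1 at 50uM were then added. Plates were read immediately and after 20 min (Ex340nm/Em540nm).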
FEN1 inhibitor = human FEN1 inhibition | P39748 | Recombinant FEN1 flap cleavage, fluorescence, 15 min | Potency, µM (series often up to 114 µM), for inactives: at the top dose activity change, negative = inhibition, hits mostly inhibitors | hit rate 0.35% among 390,000 | AID 588795; further: nearly all actives have a fitted effect of over 65% in size
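Enzyme 10 nM, 15 min RT preincubation with compound; start with substrate 50 nM final; reads at 0 and 15 min; qHTS titration, four-parameter Hill fit.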
N370S GC mod = inhibitors or activators of N370S glucocerebrosidase for Gaucher disease; AID 2101; Potency, µM (top dose mostly 59.4 µM), for the others: at the top dose activity change, negative = inhibition, actives largely listed as inhibitors; P04062; hit rate 0.092% among 330,000; N370S GC spleen homogenate, 4MU-glucoside fluorescence;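 further: 0% = full enzyme activity and -100% = no enzyme basal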
Starred values were filed as active, the others as inactive; ? = inconclusive; . = not tested or not shown; & = joins results of further samples; [ ] = dose if it differs, or a comment. The call rests on the fitted dose curve; in most records, active means well fitted curve in the direction sought with a large enough effect; inconclusive means small, poorly fitted or top-dose-only effect, or another doubt; inactive means no such curve, though single readings can be large; an effect the other way counts as inactive or inconclusive. Unless noted, on the % scale 0 is the no-effect control and ±100 the full control effect; potency means the concentration at half of the fitted maximal effect.

1: COC(=O)c1sc2ncn(N)c(=O)c2c1C
2: COc1ccc(C2NCCc3c2[nH]c2ccccc32)cc1COc1ccc(F)cc1 (stereo not drawn)
3: CCn1ccc(C(=O)Nc2ccc(N(C)C(C)=O)cc2)n1
4: O=C(N/N=C/c1ccc(OC(=O)c2ccccc2Cl)cc1)c1cc(O)cc(O)c1
5: CC(=O)Nc1nc2ccccc2n1Cc1ccc(Cl)cc1

| screen / no. | 1 | 2 | 3 | 4 | 5 |
| --- | --- | --- | --- | --- | --- |
| KAT2A inh | -5% | -1% | -19% | -21% | 1% |
| FEN1 inhibitor | -12% | -24% | -7% | 56µM* | -4% |
| N370S GC mod | -4% | 11% | 6% | -4% | 5% |

6: CCCCOC(=O)Nc1ccc(S(=O)(=O)Nc2onc(C)c2C)cc1
7: CCCCCOC(=O)C1=C(C)Nc2ncnn2C1c1cccs1 (stereo not drawn)
8: CNC(=O)N1c2ccccc2C=Cc2ccccc21
9: O=C(CN(c1ccc2c(c1)OCCO2)S(=O)(=O)c1ccccc1)NCC1CCCO1 (stereo not drawn)
10: CCOC(=O)c1cc([N+](=O)[O-])sc1N

| screen / no. | 6 | 7 | 8 | 9 | 10 |
| --- | --- | --- | --- | --- | --- |
| KAT2A inh | 27% | -16% | -4% | -4% | -8% |
| FEN1 inhibitor | 20% | 1% | 20% | -4% | -3% |
| N370S GC mod | ? | 5% | -6% | -3% | 9% |

11: Cc1ccc(CN2C(=O)CCC2C(=O)N2CCN(c3ccc(F)cc3)CC2)cc1 (stereo not drawn)
12: C[C@@H](NC(=O)OC(C)(C)C)C(=O)NCC1CCC(C(=O)N[C@@H](Cc2ccccc2)C(=O)O)CC1 (stereo partly drawn)
13: O=C(Nc1ccc(Cn2ccnc2)cc1)c1cccc(C(F)(F)F)c1
14: O=C1C[C@@H]2CCN3C(=O)CCC[C@@H]([C@H]23)[C@H]1Cc1ccccc1
15: O=C(COc1ccc(F)cc1)Nc1ccc(C(=O)OCc2cc(=O)n3nc(C4CC4)sc3n2)cc1

| screen / no. | 11 | 12 | 13 | 14 | 15 |
| --- | --- | --- | --- | --- | --- |
| KAT2A inh | -4% | 4% | -4% | 1% | -4% |
| FEN1 inhibitor | -8% | -1% | 1% | 0% | -2% |
| N370S GC mod | -2% | -9% | 6% | 6%[89.1 µM] | . |

Quoted from the listing.
#14 in N370S GC mod = 6%[89.1 µM]
#13 in KAT2A inh = -4%
#11 in FEN1 inhibitor = -8%

Additional compounds
16: Cc1cc(-c2nnc(SCC(=O)Nc3ccccc3C)n2N)n[nH]1
17: COc1ccccc1N1CC(O)=C(c2nc3ccccc3c(=O)[nH]2)C1=N
18: O=C(COc1ccc(S(=O)(=O)N2CCOCC2)cc1Cl)NCCCn1ccnc1
19: CCn1c(SCC(=O)Nc2cc(C)on2)nc2c1c(=O)n(C)c(=O)n2C
20: COC(=O)c1cc(NC(=O)Cn2c(=O)oc3ccccc32)cc(C(=O)OC)c1

| screen / no. | 16 | 17 | 18 | 19 | 20 |
| --- | --- | --- | --- | --- | --- |
| KAT2A inh | -1% | -4% | -4% | -2% | -8% |
| FEN1 inhibitor | 6% | -18% | 6% | -13% | 9% |
| N370S GC mod | -1% | 26% | -10% | 21% | 2% |

Some of these compounds in order of molar mass, rising:
14: O=C1C[C@@H]2CCN3C(=O)CCC[C@@H]([C@H]23)[C@H]1Cc1ccccc1
16: Cc1cc(-c2nnc(SCC(=O)Nc3ccccc3C)n2N)n[nH]1
13: O=C(Nc1ccc(Cn2ccnc2)cc1)c1cccc(C(F)(F)F)c1
19: CCn1c(SCC(=O)Nc2cc(C)on2)nc2c1c(=O)n(C)c(=O)n2C
18: O=C(COc1ccc(S(=O)(=O)N2CCOCC2)cc1Cl)NCCCn1ccnc1

| screen / no. | 14 | 16 | 13 | 19 | 18 |
| --- | --- | --- | --- | --- | --- |
| KAT2A inh | 1% | -1% | -4% | -2% | -4% |
| FEN1 inhibitor | 0% | 6% | 1% | -13% | 6% |
| N370S GC mod | 6%[89.1 µM] | -1% | 6% | 21% | -10% |

Remaining list, next part:
21: CC1CC(=O)N(C)c2cc([N+](=O)[O-])ccc2N1 (stereo not drawn)
22: CNc1ncnc2ccc(-c3ccc4c(c3)OCO4)cc12
23: CC1=CC(=O)N(c2ccn(C)n2)C1=O
24: CCOC(=O)c1ccc(NC(=O)CCc2nc(-c3ccccc3)no2)cc1
25: c1ccc(-c2cc(-c3nnc4sc(-c5ccccn5)nn34)[nH]n2)cc1

| screen / no. | 21 | 22 | 23 | 24 | 25 |
| --- | --- | --- | --- | --- | --- |
| KAT2A inh | 0% | -8% | 0% | -9% | -11% |
| FEN1 inhibitor | -6% | . | 8% | -13% | 1% |
| N370S GC mod | -6% | -5% | -5% | -1% | 17% |

26: O=C(CCCOc1ccccc1)NCCc1nc2ccccc2[nH]1
27: O=C(COc1ccc(F)cc1Br)NCC1(N2CCCCC2)CCCCC1
28: CCOc1ccc(N(Cc2ccc(OC)c(OC)c2)C(=O)c2ccco2)cc1
29: COC(=O)CCCC1=CC2=CC(=O)C(C)(OC(=O)c3cccs3)C(=O)C2=CN1Cc1ccco1 (stereo not drawn)
30: Cc1c(C(=O)N2CCN(CCc3ccccn3)CC2)oc2ccc(F)cc12

| screen / no. | 26 | 27 | 28 | 29 | 30 |
| --- | --- | --- | --- | --- | --- |
| KAT2A inh | -6% | 0% | -1% | -17% | -2% |
| FEN1 inhibitor | 2% | -11% | -14% | -1% | 0% |
| N370S GC mod | 16% | . | -20% | 6%[12.8 µM] | -6% |

31: CN(CC(=O)NCCc1ccc(S(N)(=O)=O)cc1)S(=O)(=O)c1cccc2nsnc12
32: CC(NC(=O)C(NC(=O)C(Cc1c[nH]c2ccccc12)NC(=O)OC(C)(C)C)C(C)C)C(N)=O (stereo not drawn)
33: COC(=O)c1ccc(CSc2nc3ccccc3c(=O)n2C)o1
34: O=C(CCC1CCCN(C(=O)c2ccco2)C1)NCc1ccccc1F (stereo not drawn)
35: CC1CC(=O)C2=C(C1)Nc1ccccc1N(C(=O)COc1ccccc1)C2c1ccco1 (stereo not drawn)

| screen / no. | 31 | 32 | 33 | 34 | 35 |
| --- | --- | --- | --- | --- | --- |
| KAT2A inh | -13% | -11% | -4% | -3% | -11% |
| FEN1 inhibitor | 16% | 4% | -10% | 4% | 3% |
| N370S GC mod | -13% | -2% | 3% | 7% | 20% |

With a hit mark in FEN1 inhibitor (from the list above):
4: O=C(N/N=C/c1ccc(OC(=O)c2ccccc2Cl)cc1)c1cc(O)cc(O)c1

| screen / no. | 4 |
| --- | --- |
| KAT2A inh | -21% |
| FEN1 inhibitor | 56µM* |
| N370S GC mod | -4% |

The list continues:
36: Nc1ccc(CC2SC(=O)NC2=O)cc1 (stereo not drawn)
37: O=C(O)c1cc(NC(=O)c2ccccc2[N+](=O)[O-])ccc1O
38: Cc1ccc(/C=C/C(=O)NCc2ccco2)o1
39: CC(C)Sc1nnc(SCC(=O)NCCCN2CCCC2=O)s1
40: COC(=O)c1cc(NS(=O)(=O)c2ccc(N3CCOCC3)c([N+](=O)[O-])c2)cc(C(=O)OC)c1

| screen / no. | 36 | 37 | 38 | 39 | 40 |
| --- | --- | --- | --- | --- | --- |
| KAT2A inh | -7% | -2% | -1% | -9% | -15% |
| FEN1 inhibitor | -1% | 4% | . | -1% | -4% |
| N370S GC mod | -6% | -27% | -4% | . | 1% |

41: COc1ccc(NC(=O)CSc2nc(-c3ccc(C)cc3)cc(C(F)(F)F)c2C#N)cc1
42: Cc1ccc(NC(=O)N(Cc2nc3ccccc3c(=O)[nH]2)Cc2cccs2)cc1
43: Cc1ccc2nc(-c3ccc(NC(=O)CN(C)S(=O)(=O)c4ccccc4)cc3)sc2c1
44: COC(=O)c1ccc(NC(=O)c2ccc(F)cc2)o1
45: Cc1cc(C)c2sc(N3CCN(C(=O)C4CC4)CC3)nc2c1

| screen / no. | 41 | 42 | 43 | 44 | 45 |
| --- | --- | --- | --- | --- | --- |
| KAT2A inh | -7% | -5% | -7% | 6% | 8% |
| FEN1 inhibitor | -11% | -11% | . | 15% | 11% |
| N370S GC mod | 1% | 16% | 12% | ? | . |

46: Cc1ccc(Cn2c(CNC(=O)CCc3ccccc3)nc3cccnc32)cc1
47: Cc1cc(C)cc(NC(=O)CSc2nc3sc4c(c3c(=O)[nH]2)CCCC4)c1
48: CC1CCN(C(=S)c2ccccc2O)CC1
49: Cc1ccc2sc(NNC(=O)c3cc(=O)c4ccccc4o3)nc2c1C
50: N#Cc1c(C(F)(F)F)cc(-c2cccs2)nc1SCC(=O)Nc1ccc(F)cc1

| screen / no. | 46 | 47 | 48 | 49 | 50 |
| --- | --- | --- | --- | --- | --- |
| KAT2A inh | -2% | 3% | 0% | 9% | -4% |
| FEN1 inhibitor | 4% | 2% | -15% | 2% | 13% |
| N370S GC mod | . | . | 8% | 7% | . |

51: NC(=O)Nc1ccc(Nc2ccccc2)cc1
52: O=C1CCC/C(=N/NC(=O)c2ccc(CN3c4cccc5cccc(c45)S3(=O)=O)cc2)C1
53: C#CCOCCOCCOCCNc1nc(N2CCN(C(=O)CCCCCCCCCCNC(=O)[C@H]([C@@H](C)CC)n3cc(CCCCN=C(N)N)nn3)CC2)nc(N2CCN(C(=O)CCCCCCCCCCNC(=O)[C@H](CCCCN)n3cc(C[C@@H](C)CC)nn3)CC2)n1
54: CC(C)(C)C(=O)Cn1nnc(-c2ccc(C(F)(F)F)cc2)n1
55: Cc1cccc(C2CC(=O)Oc3c2c(=O)n(C)c2ccccc32)c1 (stereo not drawn)

| screen / no. | 51 | 52 | 53 | 54 | 55 |
| --- | --- | --- | --- | --- | --- |
| KAT2A inh | -2% | -10% | -5% | -4% | 1% |
| FEN1 inhibitor | 15% | 0% | . | 16% | 2% |
| N370S GC mod | -2% | 5% | ? | 9% | . |

56: CCn1ncc(C2=NOC(C(=O)Nc3c(C)nn(Cc4ccc(F)cc4)c3C)C2)c1C (stereo not drawn)
57: O=C(OCCOc1cccc(Cl)c1)c1ccc2ncsc2c1
58: Cc1ccc(NC(=O)C2CCCN2S(=O)(=O)c2ccc3c(c2)CCCC(=O)N3)cc1Cl (stereo not drawn)
59: CCc1nc(OCc2ccccc2)c2sc3nc4c(cc3c2n1)COC(C)(C)C4
60: CCOC(=O)C1CCCN(C(=O)c2ccc(OC)c([N+](=O)[O-])c2)C1 (stereo not drawn)

| screen / no. | 56 | 57 | 58 | 59 | 60 |
| --- | --- | --- | --- | --- | --- |
| KAT2A inh | -5% | -6% | -14% | -5% | -4% |
| FEN1 inhibitor | -4% | -11% | 6% | 1% | 6% |
| N370S GC mod | -12% | 1% | . | 18% | 19% |

61: CCOCCCNC(=O)CCCC1=NS(=O)(=O)c2ccccc2N1
62: O=C(CS(=O)(=O)c1nc(-c2ccc(Cl)cc2)cn1-c1ccccc1)Nc1ccc(F)cc1F
63: CCCCCC(=O)Nc1cc(S(=O)(=O)N2CCOCC2)ccc1N1CCN(C)CC1
64: Cc1ccc(CNC(=O)C2CCN(S(=O)(=O)c3ccc4nc5c(c(C(=O)O)c4c3)CC(C)CC5)CC2)cc1 (stereo not drawn)
65: CCOC(=O)Cc1c(C)nc2c(-c3ccccc3)c(C)nn2c1C

| screen / no. | 61 | 62 | 63 | 64 | 65 |
| --- | --- | --- | --- | --- | --- |
| KAT2A inh | -2% | -20% | 0% | -1%&-2% | -4% |
| FEN1 inhibitor | 5% | -17% | 4% | -2%&-1% | -12% |
| N370S GC mod | -9% | . | 2% | 0% | 16% |

66: Cc1ccc(NC(=S)NNS(=O)(=O)c2ccc3ccccc3c2)cc1Cl
67: CC(=O)Nc1ccc(NC(=O)c2cc(-c3cc(C)cc(C)c3O)n[nH]2)cc1
68: O=C(/C=C/c1ccc(F)cc1)c1ccccc1Br
69: CCc1ccc(OCC(=O)NC2CC(C)(C)NC(C)(C)C2)cc1
70: CCN1C(=O)c2ccccc2Sc2ccc(C(=O)NCCCN3CCCCC3)cc21

| screen / no. | 66 | 67 | 68 | 69 | 70 |
| --- | --- | --- | --- | --- | --- |
| KAT2A inh | -4% | -13% | -7% | -6% | 2% |
| FEN1 inhibitor | -2% | -3% | -18% | -11% | -2% |
| N370S GC mod | 6% | ? | 9% | -17% | -4% |

71: NC(=O)C1CCN(C(=O)CSc2nc3ccccc3[nH]2)CC1
72: Cc1ccc(CSc2nnc(SCC(=O)N/N=C/c3ccc(C(=O)O)cc3)s2)cc1
73: O=C(CCNC(=O)c1ccc(Br)cc1)Nc1cccc(S(=O)(=O)N2CCCC2)c1
74: COc1ccc(OC)c(CNC(=O)C2CCC(=O)N(CCCN3CCCC3=O)C2)c1 (stereo not drawn)
75: NC1(C(=O)O)CCCC1
76: COc1ccc(C(CNC(=O)c2cccc(S(=O)(=O)Nc3ccc(F)cc3)c2)N(C)C)cc1 (stereo not drawn)
77: Cc1cc(OCC(=O)OC(C)C(=O)Nc2ccc(N3CCOCC3)cc2)ccc1Cl (stereo not drawn)

| screen / no. | 71 | 72 | 73 | 74 | 75 | 76 | 77 |
| --- | --- | --- | --- | --- | --- | --- | --- |
| KAT2A inh | -3% | 3% | -6% | -1% | 5% | 2% | -2% |
| FEN1 inhibitor | 5% | -2% | -13% | 0% | 1% | -1% | -2% |
| N370S GC mod | 15% | 6% | 0% | 3% | -3%&-9% | -24% | . |
